All columns: NCI-60 one-dose screen, growth in % after 48 h at 10 µM unless noted; 100 = growth as untreated, 0 = no growth, -100 = all killed.
MDA-MB-468: MDA-MB-468 breast cancer; 78,000 tested, 8.5% active; AID 2202374
MDA-MB-231: MDA-MB-231 breast cancer. AID 1794789. 81,000 tested, 5% active
HS 578T: HS 578T breast cancer | AID 1794788 | 78,000 tested, 4.1% active
MCF7: MCF7 breast cancer. 82,000 tested, 6.3% active. AID 1794796
SR: SR leukemia cells; 73,000 tested, 8.7% active; AID 1794780
BT-549: BT-549 breast cancer; 78,000 tested, 4.4% active
T-47D: T-47D breast cancer | AID 1794792 | 79,000 tested, 5% active
K-562: K-562 leukemia | 78,000 tested, 7.4% active | AID 1794777
Numbers without * were called inactive; · = not tested or not shown; [ ] = remark or other dose. The calls were made as follows: active = growth percent below 10; inactive = the rest.

SMILES | MDA-MB-468 | MDA-MB-231 | HS 578T | MCF7 | SR | BT-549 | T-47D | K-562
CC(C)(C)CC(C)(C)n1nnnc1C(NC12CC3CC(CC(C3)C1)C2)c1ccccc1 (configuration not stated) | 66 | 81 | 100 | 89 | 80 | 93 | 73 | 73
C#CCOc1ccc(/C=N/Nc2nc(-c3ccc(C)cc3)cs2)cc1OCC#C | 56 | 107 | 92 | 77 | 59 | 84 | 49 | 53
COc1ccc(NCC(=O)Nc2ccccn2)cc1 | 110 | 91 | 91 | 82 | 64 | 96 | 102 | 80
Nc1cc(C(=O)N/N=C/c2ccc(OC(F)F)c(Oc3ccccc3)c2)nn1CC(O)c1ccccc1 (configuration not stated) | 111 | 98 | 107 | 90 | 87 | 110 | 89 | 86
CC(=O)O[C@H]1CCC2=C(CC(F)C[C@@H]3[C@@H]2CC[C@]2(C)C(=O)CC[C@@H]32)C1 (some centres not stated) | 95 | 109 | 108 | 114 | · | 111 | 106 | 101
CC1(C)C2CCC1(CS(=O)(=O)O)C(=O)/C2=C\c1ccc(/C=C2\C(=O)C3(CS(=O)(=O)O)CCC2C3(C)C)cc1 | 104 | 94 | 108 | 110 | 87 | 114 | 101 | 100
CC(=O)/C(=C/N1CC(=O)NC1=S)C(=O)Nc1ccccc1 | 105 | 97 | 100 | 96 | 98 | 101 | 84 | 105
COc1cc2ncnc(-n3ncc4cc(NC(=O)Nc5ccccc5)ccc43)c2cc1OC | -67* | -8.1* | -19* | -20* | 27 | 25 | -7.3* | 39
CCOC(=O)N1CCN(c2ccc(C)cc2)CC1 | 107 | 109 | 129 | 100 | · | 85 | 111 | 111
CSc1nc2c(c(=O)n1C)C(c1ccc(F)cc1)C=C(C(=O)O)N2 (configuration not stated) | 90 | 111 | 91 | 92 | 103 | 107 | 95 | 99
CCOC(=O)C1=Nc2cccc3c(O)ccc1c23 | 87 | 127 | 96 | 89 | 74 | 91 | 103 | 103
Cc1cccc2c(=O)c3c(sc12)c(NCc1ccccc1)nc1ccccc13 | -13* | 89 | 99 | 27 | 74 | 101 | 48 | 101
O=C(/C=C/c1ccc(Cl)cc1)c1cccc(Nc2nc(Nc3ccccc3)nc(Nc3ccccc3)n2)c1 | · | 81 | 93 | -17* | 61 | 118 | 56 | 71
Nc1c(C(=O)Nc2ccccc2C(F)(F)F)sc2nc3c(cc12)CCC3 | 104 | 92 | 95 | 96 | 87 | 115 | 67 | 94
O=C1CC(c2ccccc2Cl)c2cnn(Cc3ccc4c(c3)OCO4)c2N1 (configuration not stated) | 81 | 88 | 91 | 96 | 96 | 91 | 79 | 91
O=C(/C=C/c1cccc2ccccc12)Nc1ncc(Cc2ccccc2)s1 | -14* | 25 | 13 | 11 | 13 | 25 | 16 | 8.6*
CCOC(=O)c1c(Cl)c2c(n1Cc1ccc(C)cc1)-c1oncc1CC2 | 103 | 99 | 104 | 105 | 92 | 109 | 96 | 91
N#CCCOCC(OCCC#N)C(OCCC#N)C(OCCC#N)C(COCCC#N)OCCC#N (configuration not stated) | 107 | 113 | 108 | 105 | 93 | 98 | 104 | 100
CCCCn1c(C)nc2ccc(Nc3nc(N4CCN(C)CC4)nc4nc[nH]c34)cc21 | 82 | 86 | 87 | 83 | 84 | 97 | 80 | 83
CC(C)[C@H](NC(=O)OCc1ccccc1)C(=O)C1CO1 (some centres not stated) | 99 | 103 | 105 | 89 | 103 | 114 | 102 | 86
Nc1ccc(-c2nnc(SCc3ccc(O)c4ncccc34)n2-c2ccccc2)cc1 | 9.0* | 17 | 5.1* | 5.6* | 36 | 19 | 15 | 16
COc1cc(/C=N/NC(=O)Cn2c(C(C)C)nc3ccccc32)ccc1O | 85 | 96 | 98 | 95 | · | 100 | 94 | 100
CCN1C(=O)N(CC)C2C1NC(=S)N2/N=C/c1ccc(F)cc1 (configuration not stated) | 93 | 94 | 96 | 99 | 89 | 107 | 92 | 92
O=S(=O)(OCCCl)OCCCl | 99 | 110 | · | 100 | 146 | 116 | 106 | 140
NS(=O)(=O)c1ccc(CCN2C(=O)/C(=C/c3ccc(F)cc3)C=C2c2ccccc2)cc1 | 103 | 93 | 93 | 76 | 78 | 112 | 90 | 74
CCCC(=O)OP(=O)(O)OC(=O)CCC | 97 | 108 | · | 91 | 98 | 99 | 97 | 104
CCN(CC)C(=O)c1nc(-c2cccc3ccccc23)no1 | 100 | 110 | 110 | 96 | 93 | 96 | 97 | 100
CSC(=O)NNc1nc2ccccc2s1 | 123 | 85 | 125 | 78 | 84 | 107 | 98 | 103
CC(=O)CSc1nc(-c2ccccc2)c(-c2ccccc2)o1 | 97 | 117 | 105 | 89 | 90 | 99 | 91 | 94
C=C(C)CCC(C)N1CCC(N2CCC(C(=O)NCCc3ccccc3)CC2)CC1 (configuration not stated) | 48 | 70 | 57 | 9.2* | 4.3* | 65 | 61 | 17
Cc1nn(-c2ccc(F)cc2)c2ncnc(Nc3ccc(NC(=O)Nc4ccc(Cl)c(C(F)(F)F)c4)cc3)c12 | -2.6* | 72 | 31 | 13 | 46 | 58 | 2.5* | 15
CN(c1ccccc1)S(=O)(=O)c1ccccc1 | 114 | 87 | 115 | 97 | 91 | 119 | 103 | ·
O=C(O)C(/C=C/c1ccccc1)=N\O | 89 | 96 | 106 | 98 | 98 | 110 | 97 | 93
CC(C)C[C@H](N)C(=O)NS(=O)(=O)c1ccc(Br)c2ccncc12 | 117 | 103 | 105 | 95 | 99 | 111 | 105 | 99
O=C(O)CSc1ccc(NCc2oc(CO)cc(=O)c2O)cc1 | 108 | 97 | 91 | 94 | 82 | 93 | 108 | 89
O=C(CCBr)N1CCN(C(=O)CCBr)CC1 | 101 | 105 | 136 | · | · | 94 | 108 | 115
COc1ccc(/C=C(\C#N)C(=O)Nc2cccc(Nc3nc(SC)nc(-c4cccc([N+](=O)[O-])c4)c3C#N)c2)cc1 | 113 | 93 | 106 | 93 | · | 101 | 96 | 94
CCCCN1C(=O)CC(SC2CC(=O)N(CCCC)C2=O)C1=O (configuration not stated) | 105 | 108 | 103 | 102 | · | 104 | 106 | 118
COc1ccc(C2CC(c3cc(OC)c(OC)c(OC)c3)=NN2C(C)=O)cc1OCC(=O)Nc1nc2ccc(C(F)(F)F)cc2s1 (configuration not stated) | 84 | 45 | 26 | 65 | 63 | 48 | 67 | 84
Cc1oc2nc[nH]c(=O)c2c1C(=O)/C=C/c1ccc(N(C)C)cc1 | 91 | 102 | 103 | 84 | · | 92 | 103 | 87
O=S(=O)(c1ccccc1)C(Br)S(=O)(=O)c1ccccc1 | 93 | 102 | 113 | 102 | 112 | 110 | 95 | 97
O=C1Nc2cc(OC(F)(F)F)ccc2Oc2ccc(-c3ccnc(N4CC[C@H](O)C4)c3)cc21 | -29* | 17 | 24 | 1.0* | -6.8* | -19* | 62 | 5.4*
C(=NNc1ncnc2ccccc12)c1cccnc1 | 108 | 92 | 103 | 86 | 104 | 116 | 100 | 106
COc1ccc(C(=O)CSc2nc(-c3ccc(OC)cc3)c(C#N)c(=O)[nH]2)cc1 | 88 | 94 | 89 | 89 | 81 | 94 | 84 | 92
COc1ccc(-c2nnc(SCc3ccc(O)c4ncccc34)n2-c2ccccc2)cc1 | 10 | 31 | 22 | 5.1* | 34 | 20 | 19 | 13
O=C1C=C(Cl)C(=O)c2ccccc21 | -6.3* | 69 | 111 | 81 | 95 | 98 | 15 | 24
NS(=O)(=O)c1ccc(-n2nc(-c3ccc(F)cc3)ccc2=O)cc1 | 92[100 µM] | 83[100 µM] | · | 90[100 µM] | 99[100 µM] | 96[100 µM] | 96[100 µM] | 99[100 µM]
COc1cc2c(-c3cc4c(cc3CNCCc3ccc5c(c3)OCO5)OCO4)cccc2c(OC)c1O | -8.7* | 69 | 87 | 77 | 28 | 91 | 67 | 20
CC1=C[C@H]2c3c(c(O)c(O)c4oc5ccccc5c(=O)c34)[C@H](c3cc(O)c(O)c4oc5ccccc5c(=O)c34)[C@H]2C(C)(C)C1 | 25 | 12 | -4.6* | 9.6* | 0.4* | -15* | 9.7* | 3.2*
COc1cc(/C=C2\C(=O)Nc3ccccc32)ccc1OCc1ccccn1 | 86 | 82 | 101 | 48 | 78 | 106 | 84 | 80
CCCCSc1ccc(Nc2ncnc(N)n2)cc1 | 105 | 123 | 101 | 100 | 104 | 102 | 107 | 94
CC1(c2cccc(Cl)c2)NC(=O)NC1=O (configuration not stated) | 93 | 100 | 117 | 89 | 109 | 95 | 85 | 103
Cc1ccc(N=Nc2sc(-n3[nH]c(=O)ccc3=O)nc2O)cc1 | 100 | 95 | 95 | 97 | 104 | 102 | 93 | 100
CC(C)(C#N)N1CCN(c2cccc(Cl)c2)CC1 | 100 | 96 | 94 | 91 | 105 | 82 | 90 | 103
O=CNc1ccc2c(c1)Cc1cc(NC=O)ccc1-2 | 103 | 119 | 106 | 104 | 105 | 117 | 93 | 107
NN1CCN(CCO)CC1 | 102 | 91 | 112 | 91 | 103 | · | 101 | 105
Cc1ccc([C@@H]2C[C@H](O)Cc3cc(OC(F)(F)F)ccc3N2)s1 | 105 | 120 | · | 94 | 95 | 108 | 93 | 111
COc1ccc(Cn2cc3c(c2-c2ccccc2)CC(C)(C)c2cnoc2-3)cc1 | 3.5* | 58 | 9.8* | 17 | 24 | 46 | 31 | 18
Cc1cccc(Nc2ncnc3oc(C)c(C(=O)NCCN4CCOCC4)c23)c1 | 89 | 82 | 88 | 96 | 126 | 91 | 106 | 98
COc1cc(/C=C/C(=O)/C=C(/C=C/c2ccc(OC(C)=O)c(OC)c2)OB(F)F)ccc1OC(C)=O | 49 | 81 | 76 | 22 | -2.6* | 37 | 42 | 15
Next entries.
SMILES | MDA-MB-468 | MDA-MB-231 | HS 578T | MCF7 | SR | BT-549 | T-47D | K-562
O=C(CCN1C(=O)/C(=C/c2ccc(O)cc2)SC1=S)Nc1ccccc1O | · | 90 | 84 | 94 | 82 | 86 | 99 | 90
Cc1ccc2c(-c3nnc(N)o3)cc(=O)oc2c1 | 106 | 101 | 90 | 93 | 109 | 96 | 88 | 96
Nc1c(-c2ccc3c(c2)OCCO3)oc2ccc(Cl)cc2c1=O | 99 | 101 | 106 | 95 | 78 | 106 | 102 | ·
COc1ccc(C(=O)/C=C/c2ccc(OCc3ccc(F)cc3)c(OC)c2)cc1OC | 8.9* | 11 | 85 | 7.6* | 7.5* | -1.8* | 27 | 7.7*
CC(=O)OC[C@H]1O[C@@H](OC(C)=O)[C@H](N2C(C(C)=O)=NN(c3ccc(Br)cc3)C2c2ccc(C)cc2)[C@@H](OC(C)=O)[C@@H]1OC(C)=O (some centres not stated) | 49 | 58 | 63 | 44 | 68 | 79 | 27 | 50
COc1ccc(C(=O)C/C(=C/c2ccc(-c3ccc(Cl)cc3)o2)C(=O)NCc2ccc(F)cc2)cc1 | 105 | 83 | 101 | 75 | · | 94 | 104 | 71
N#CCCN(CCC#N)Cc1cc(Cl)cc(Cl)c1O | 106 | 92 | 105 | 105 | 97 | 120 | · | 106
CCO[Si](OCC)(c1ccccc1)c1ccccc1 | 114 | 119 | 96 | 97 | · | 88 | 98 | 96
N#CC[n+]1ccc2ccccc2c1 | 96 | 87 | 91 | 89 | 103 | 107 | 92 | 94
CC1(C)S[C@@H]2[C@H](NC(=O)[C@H](NC(=O)N3CCNC3=O)c3ccccc3)C(=O)N2C1C(=O)O (some centres not stated) | 98 | 108 | 109 | 95 | 104 | 105 | 103 | ·
CC(C)c1ccc(CSc2nc(SCc3ccc4sccc4c3)nc(=O)[nH]2)cc1 | 87 | 86 | 105 | 90 | 105 | 105 | 86 | 76
COc1ccc(/C=C(/CC(=O)c2ccc(Cl)c(Cl)c2)C(=O)NN)cc1 | 65 | 91 | 85 | 63 | 83 | 97 | 64 | 84
Cc1ccc(Cl)c(-n2c(SCC(=O)Nc3ccc(S(=O)(=O)Nc4nccc(C)n4)cc3)nc3ccccc3c2=O)c1 | 95 | 98 | 106 | 98 | 103 | 110 | 98 | 100
Nc1nc2nc(-c3cccc(Nc4ccnc5cc(Cl)ccc45)c3)cc(-c3ccc(Cl)cc3)c2c(=O)[nH]1 | 85 | 101 | 115 | 90 | 78 | 113 | 92 | 73

Screening data: PubChem BioAssay, NCI
